High-throughput results deposited in PubChem BioAssay by National Center for Advancing Translational Sciences (NCATS).
APE1 inh = qHTS Assay for Inhibitors of the Human Apurinic/apyrimidinic Endonuclease 1 (APE1); DNA repair nuclease/redox regulator APEX1 (Homo sapiens), P27695; recombinant APE1, TAMRA/BHQ-2 abasic DNA cleavage fluorescence; Potency, µM (series often up to 65.8 µM), without a hit: at the highest dose activity change, negative = inhibition, usual class: inhibitors; 350,000 compounds, 0.35% hits;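 further: potency means the concentration at half of the fitted maximal effect; plate controls were vehicle for no effect and reference inhibitor for full effect; nearly all actives have a fitted effect of over 55% in size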
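Enzyme (0.75 nM final) and test compound are incubated 15 min at room temperature before adding 50 nM quenched THF abasic-site duplex. Cleavage dequenches TAMRA, followed at 525/598 nm over three reads one minute apart.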
TRHR ag = qHTS for Small Molecule Agonists and Allosteric Enhancers of Human TRH Receptor: Primary Screen for Agonists | Thyrotropin-releasing hormone receptor (Homo sapiens), P34981 | 360,000 compounds, 0.18% hits | AID 493084, 2011 | TRHR cells, calcium flux fluo-8, FDSS agonist mode | activation, % at 2 µM; in the data active means activation above about 30%; further: 0% is about no effect
Target sequence (P34981 whole entry, looked up): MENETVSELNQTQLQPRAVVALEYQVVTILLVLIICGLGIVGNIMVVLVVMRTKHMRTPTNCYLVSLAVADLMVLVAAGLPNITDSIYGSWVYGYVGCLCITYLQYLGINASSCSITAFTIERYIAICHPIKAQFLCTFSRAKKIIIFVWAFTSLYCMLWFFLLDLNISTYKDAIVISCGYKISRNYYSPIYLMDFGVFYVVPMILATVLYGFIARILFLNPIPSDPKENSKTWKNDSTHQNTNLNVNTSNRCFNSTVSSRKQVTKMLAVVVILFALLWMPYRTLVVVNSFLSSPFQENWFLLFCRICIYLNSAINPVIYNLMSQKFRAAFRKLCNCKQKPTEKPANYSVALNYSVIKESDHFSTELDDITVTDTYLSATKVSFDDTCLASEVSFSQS
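Read-out: compound-evoked intracellular calcium rise in TRHR cells, fluo-8 dye, kinetic FDSS fluorescence at 1 s/cycle following a 10-cycle baseline. Cells cultured overnight before dye loading (30 min–1.5 h, RT).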
POLB inh = qHTS Assay for Inhibitors of DNA Polymerase Beta; AID 485314, 2010; 340,000 compounds, 1.3% hits; Potency, µM (series often up to 114 µM), for inactives: at the highest dose activity change, negative = inhibition, hits mostly inhibitors; Pol beta primer extension/strand displacement, fluorescence kinetic; further: potency means the concentration at half of the fitted maximal effect; on the % scale 0 is the no-effect control and ±100 the full control effect
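10 nM enzyme + cpd, 15 min RT; start with substrate 50 nM final; read 0 min and after 10 min RT. Corrected, normalized data; 4-parameter Hill curve fit.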
POLK inh = qHTS for Inhibitors of Polymerase Kappa; DNA polymerase kappa (Homo sapiens), Q9UBT6; Potency, µM (doses to about 107 µM), without a hit: at the highest dose activity, negative = inhibition, most hits filed as inhibitors; 400,000 compounds, 0.53% hits; purified Pol kappa, fluorescent DNA synthesis assay, 10 min; further: potency means the concentration at half of the fitted maximal effect; on the % scale 0 is the no-effect control and ±100 the full control effect
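Fluorescent qHTS in 1536-well format: enzyme (10 nM) and compound sat 15 min at room temperature before 50 nM substrate (final) was added. Signal taken at 0 and 10 min; no-enzyme buffer wells were negative controls.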
BLM helicase inh = qHTS Assay for Inhibitors of Bloom's syndrome helicase (BLM); RecQ-like DNA helicase BLM (Homo sapiens), P54132; recombinant BLM DNA unwinding, fluorescence dequenching; Potency, µM (highest dose often 56.1 µM), without a hit: at the top dose activity change, negative = inhibition, most hits filed as inhibitors; 350,000 compounds, 0.2% hits; AID 2528, 2010;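 further: potency means the concentration at half of the fitted maximal effect; plate controls were vehicle for no effect and no enzyme for full effect; nearly all actives have a fitted effect of over 35% in size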
ERG-DNA inh = qHTS for Small Molecule Inhibitors of the ERG Ets/DNA interaction | AID 624246, 2012 | 370,000 compounds, 0.028% hits | Transcriptional regulator ERG (Homo sapiens), P11308 | Potency, µM (doses to about 76.9 µM), for the others: at the highest dose FP activity, negative = inhibition, usual class: inhibitors | fluorescence polarization, His-ERG Ets domain / labelled DNA; active means well fitted inhibition curve with a large enough effect in the polarisation, with a control signal flat; inconclusive means small, poorly fitted or top-dose-only effect, or effect the other way, or a change in a side signal; inactive means no such curve, though single readings can be large or run the other way; the % refers to the polarisation;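 further: polarization taken with two DNA probes labelled with fluorescein and Texas red; potency means the concentration at half of the fitted maximal effect; % of control where 0% means no effect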
Target sequence (P11308 whole entry, looked up, the tested form may be a part): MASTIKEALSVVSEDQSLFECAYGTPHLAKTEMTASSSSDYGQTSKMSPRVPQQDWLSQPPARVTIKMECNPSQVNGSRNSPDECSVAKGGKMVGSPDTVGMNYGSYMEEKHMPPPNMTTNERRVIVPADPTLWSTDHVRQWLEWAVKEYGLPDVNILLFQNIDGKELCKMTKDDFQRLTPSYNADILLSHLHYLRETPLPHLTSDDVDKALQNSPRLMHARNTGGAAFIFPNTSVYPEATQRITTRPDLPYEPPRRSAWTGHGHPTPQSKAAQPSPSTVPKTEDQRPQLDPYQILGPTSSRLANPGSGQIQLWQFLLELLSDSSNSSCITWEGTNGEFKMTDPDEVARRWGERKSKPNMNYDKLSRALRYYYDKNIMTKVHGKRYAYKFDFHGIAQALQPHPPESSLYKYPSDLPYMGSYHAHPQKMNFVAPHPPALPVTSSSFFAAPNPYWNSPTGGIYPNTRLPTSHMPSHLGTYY
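His-tagged ERG Ets domain (1 uM in the protein solution; 300mM KCl, 50mM Tris-HCl, 1mM EDTA, 1mM DTT, pH 7.5) received compound, then a probe mix of 5 nM fluorescein-DNA and 100nM Texas-615-DNA. Fluorescence polarization was read for both dyes.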
Apoferritin bind = qHTS Assay for Identification of Novel General Anesthetics; Ferritin light chain (Equus caballus), P02791; apoferritin/1-aminoanthracene competitive binding, fluorescence; Potency, µM (titrated, usually from 77.5 µM), without a hit: at the highest dose activity change, negative = displacement, usual class: inhibitors; 350,000 compounds, 0.074% hits; further: potency means the concentration at half of the fitted maximal effect; on the % scale 0 is the no-effect control and ±100 the full control effect; nearly all actives have a fitted effect of over 20% in size
Target sequence (P02791 2-175 limits assumed): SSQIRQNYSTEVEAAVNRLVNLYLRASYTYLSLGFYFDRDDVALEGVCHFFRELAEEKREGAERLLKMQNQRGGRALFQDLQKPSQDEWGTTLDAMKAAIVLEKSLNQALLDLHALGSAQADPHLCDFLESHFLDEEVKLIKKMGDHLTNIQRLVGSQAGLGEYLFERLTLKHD
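Steps: apoferritin (10 uM) was premixed with half-saturated 1-AMA in PBS, compounds were pin-transferred, plates stood 10 min at room temperature, fluorescence was read at 380/535 nm, and curves were fitted with a Hill equation.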
ALOX12 inh = Primary qHTS assay for inhibitors of human arachidonate 12S-lipoxygenase (ALOX12): Round 2; Polyunsaturated fatty acid lipoxygenase ALOX12 (Homo sapiens), P18054; purified 12hLO, xylenol orange hydroperoxide absorbance; Potency, µM (doses to about 108 µM), for the others: at the highest dose activity change, negative = inhibition, usual class: inhibitors; 580,000 compounds, 1.1% hits; AID 1671190, 2021; further: potency means the concentration at half of the fitted maximal effect; on the % scale 0 is the no-effect control and ±100 the full control effect
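Purified human 12hLO at 150 nM in 25 mM Hepes, 0.01% Triton X-100, pH 7.0, preincubated 15 min at room temperature with compound. Reaction started with 40 uM arachidonic acid, 30 min at room temperature. Hydroperoxide measured by Fe-xylenol orange, 573/405 nm absorbance ratio.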
Pol iota inh = qHTS for Inhibitors of Polymerase Iota. DNA polymerase iota (Homo sapiens), Q9UNA4. Pol iota fluorescent replication assay, 10 min. Potency, µM (highest dose often 115 µM), inactives show top-dose activity, negative = inhibition, hits mostly inhibitors. 390,000 compounds, 1% hits; further: potency means the concentration at half of the fitted maximal effect
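Fluorescent replication assay read twice, at 0 min and 10 min after adding 50 nM (final) substrate. Enzyme (10 nM) and compounds were first incubated 15 min at room temperature; enzyme-free buffer wells were negative controls.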
Starred values were filed as active, the others as inactive; ? = inconclusive; . = no result given; & = joins results of further samples; [ ] = another dose, or the depositor's remark. Unless noted, the call rests on the fitted dose curve; in most records, active means well fitted curve in the direction sought with a large enough effect; inconclusive means small, poorly fitted or top-dose-only effect, or another doubt; inactive means no such curve, though single readings can be large; an effect the other way counts as inactive or inconclusive.

SMILES	APE1 inh	TRHR ag	POLB inh	POLK inh	BLM helicase inh	ERG-DNA inh	Apoferritin bind	ALOX12 inh	Pol iota inh
S=C(NCc1ccco1)N/N=C/c1cccnc1	-4.1%	-0.6	-0.3%	1.0%	-2.9%	-2.4%	4.9%	365.4%[activator]	48.7%
Cc1csc2nc(COC(=O)c3cccc(N(C)C)c3)cc(=O)n12	34.4%	-0.4	.	-4.0%	.	19.6%	.	-9.8%	-14.9%
CC1(C)SC2C(NC(=O)C3(N)CCCCC3)C(=O)N2C1C(=O)O (centres undefined)	.	.	.	-8.3%	.	23.1%	.	10.1%	-5.2%
Cc1onc(-c2ccccc2Cl)c1C(=O)Nc1cccc2cccnc12	-2.9%	0.0	12.7%	-8.1%	-14.5%	5.6%	-2.3%	0.0%	?
COc1ccc(S(=O)(=O)N2CCC[C@H]2C(=O)NCc2ccc(Cl)cc2)cc1	?	-0.4	12.8%	0.0%	-1.6%	0.1%	6.3%	2.1%	-4.8%
CCc1ccccc1Nc1nc(N)nc(COC(=O)CCNS(=O)(=O)c2ccccc2)n1	-9.4%	0.4	.	-1.5%	.	2.7%	.	12.9%	11.3%
NC(=NCCc1ccccc1)NC(=O)c1cc(Cl)ccc1O	.	.	.	-2.3%	.	4.6%	.	16.0%	36.2%
CCOc1cc(C(N)=O)cc(Cl)c1OCC	2.9%	-0.5	0.0%	-1.9%	-9.6%	3.9%	-6.8%	4.5%	-18.1%
CC(C)Cc1nn2c(=O)cc(COC(=O)c3cccc(NC(=O)c4ccccc4)c3)nc2s1	.	-0.5	-9.2%	-9.3%[60.1 µM]	-1.3%	2.4%	-7.0%	-14.4%	-4.8%
COc1ccc(S(=O)(=O)N2CCCC2)cc1NC(=O)c1ccccc1F	6.8%	-0.1	19.7%	-9.4%	-4.8%	-0.4%	0.6%	0.7%	130.8%[activator]
CC(C)CCC(O)(c1ccccc1)C(CN1CCOCC1)c1ccccc1 (centres undefined)	-27.0%	0.0	15.3%	-8.1%	-5.5%	-4.7%	-10.3%	?	50.9%[activator]
CS(=O)(=O)c1ccccc1-c1nc(-c2cccc(Cl)c2)no1	-3.6%	0.1	-13.7%	4.3%	-6.4%	-1.4%	-15.6%	.	77.7%[activator]
COC(=O)C(NC(=O)CCc1nnc2ccc(N3CCC(C)CC3)nn12)C(C)C (centres undefined)	8.4%	-0.2	30.4%	-3.6%	-1.9%	9.2%	6.4%	8.6%	-5.4%
OC[C@@H]1[C@@H](c2ccccc2)C(c2cccc(Cl)c2)=NN1c1ccccc1	-13.2%&-8.5%	.	.	?	-11.0%[75.6 µM]	10.6%	369.0%[activator][110 µM]	?	?
Cc1ccccc1-c1noc(CSc2nc3ccccc3[nH]2)n1	.	-1.4	1.2%	-9.6%	-6.4%	0.1%	?	-19.9%	9.2%
O=C(COC(=O)c1cccc(Br)c1)NCCC1=CCCCC1	24.5%	-0.2	8.5%	-1.7%	1.7%	-1.3%	-23.8%	8.5%	55.2%[activator]
O=C(NCc1ccccc1)c1ccc2c(c1)N(Cc1ccccc1F)C(=O)c1ccccc1S2=O (centres undefined)	.	0.3	14.2%	-2.0%	-7.0%	1.7%	-3.1%	-21.0%	21.3%
COc1ccc(C(CNC(=O)c2ccc(OCc3ccccc3)cc2)N2CCOCC2)cc1 (centres undefined)	6.1%	-1.8	.	-1.6%	.	-8.5%[15.4 µM]	.	61.3%	-3.0%
CCc1cc(C(=O)N2CCCC(C(=O)c3ccc(Cl)cc3)C2)no1 (centres undefined)	42.9%	-0.6	11.9%	-12.0%	-1.5%	-1.3%	-6.7%	-8.7%	45.8%[activator]
COc1ccccc1NC(=O)Cn1cc(C(=O)C(=O)N2CCOCC2)c2ccccc21	-1.4%	1.0	6.7%	5.7%	-6.7%	-0.1%	-3.9%	-9.9%	2.3%
COc1ccc(-c2nc3sc(CCNC(=O)C(=O)Nc4ccc(C)c(F)c4)c(C)n3n2)cc1	.	0.2	3.6%	-6.6%[60.1 µM]	1.7%	-4.0%	1.0%	3.8%	10.5%
Cc1ccccc1-n1ncc(C(C)NC(=O)c2ccccc2)c1C (centres undefined)	1.1%	-0.8	-1.2%	-2.2%	6.4%	12.3%	-4.6%	-1.2%	10.6%
O=C1CCC[C@@H]2C[C@@]3(C[C@@H]4CCN1[C@H]24)Nc1cc(Cl)c(Cl)cc1NC3=NCc1ccccc1	.	.	.	3.6%&-17.5%	.	-9.0%	.	-17.2%	19.6%&-6.7%
Cc1[nH]c2ccc(F)cc2c1CCN(Cc1ccncc1)C(=S)Nc1ccccc1	-8.5%	0.3	-4.3%	-5.8%	-4.8%	-7.9%	-3.1%	-11.8%	69.0%[activator]
Cc1ccc(N=C2NC(=O)S/C2=C\c2ccco2)cc1	2.6%	-0.8	7.94µM*	-45.7%	22.4µM*	17.1%	?	?	?
Cc1ccc(C)c(NC(=O)C2CCN(C(=O)c3cccs3)CC2)c1	2.0%	0.5	44.3%	3.7%	4.2%	-5.1%	3.6%	-14.2%	61.8%[activator]
CCCN1CCN(CCCNC(=O)c2ccc3c(c2)sc2nc(-c4ccc(OC)cc4)cn23)CC1	.	-0.4	-14.0%	-2.7%	1.9%	-3.7%	-4.8%	?	30.6%[activator]
COC(=O)COc1ccc(-n2cnnn2)cc1	3.8%	-0.4	-9.6%	-2.7%	0.4%	5.2%	-5.0%	0.4%	32.9%
O=C(CN1CCN(Cc2ccc(F)cc2Cl)C1=O)NCc1cccs1	1.0%	-0.1	-17.2%	-11.2%	-2.1%	18.7%	-2.5%	-12.0%	48.3%[activator]
Cc1ccc(NC(=O)CN(C)C(=O)CSc2nnc(C)s2)cc1	-1.0%	.	.	5.8%	.	-2.8%	.	-17.1%	14.7%
COc1ccc(N(C)C(=O)Cn2cc(S(=O)(=O)N3CCN(c4ccccc4F)CC3)c3ccccc3c2=O)c(OC)c1	.	-0.1	7.5%	6.6%	-7.0%	-1.7%	-1.6%	?	43.6%[activator]
Cc1cc(NC(=O)c2ccccc2C)n(-c2cccc(F)c2)n1	37.0%	0.3	-9.0%	0.1%	-2.1%	8.1%	-0.9%	0.6%	150.0%[activator]
O=C(COC(=O)CCc1c[nH]c(=O)[nH]1)Nc1cccc(Cl)c1	1.5%	0.5	13.3%	-1.5%	-8.0%	1.7%	9.5%	-16.3%	-19.2%[58.9 µM]
Cc1nc(Cc2nnc(SC(C)C(=O)N3c4ccccc4NC(=O)C3(C)C)o2)cs1 (centres undefined)	-17.4%	-1.4	.	4.1%	.	12.0%	.	1.6%	-8.1%
COC(=O)C1CCN(C(=O)COc2ccc(N(C)S(=O)(=O)c3ccc(C)cc3)cc2)CC1	-14.5%	0.5	.	-9.6%	.	10.3%	.	0.0%	21.5%
Cc1nn(CCOc2ccccc2)c(=O)n1-c1cccc(F)c1	-2.2%	-0.1	2.0%	-2.3%	0.9%	5.5%	-15.0%	0.0%	10.3%
COc1ccc(S(=O)(=O)N2CCN(C(=O)c3cc(-c4ccccc4OC)n[nH]3)CC2)cc1	13.8%	-0.2	0.9%	1.2%	-2.8%	-1.8%	-6.1%	377.0%[activator]	30.6%[activator]
Cn1cc(C[C@H](NC(=O)OC(C)(C)C)C(=O)N[C@H](CO)Cc2ccccc2)c2ccccc21	.	.	.	0.0%	.	0.5%	.	?	32.1%[activator]
OCCNc1ncnc2c1nnn2Cc1ccccc1	-7.5%	-0.6	65.3%	3.2%	-4.1%	-2.2%	-5.6%	8.1%	96.8%[activator]
Cc1c(OCc2nn[nH]n2)ccc2c3c(c(=O)oc12)CCCC3	-3.2%	-0.9	1.3%	-21.9%	2.3%	-2.3%	-9.1%	-1.9%	47.8%[activator]
CCOC(=O)c1c(/N=C/C2=C(O)CCCC2=O)sc2c1CCCC2	-6.0%	0.3	3.1%	-3.5%	-3.1%	4.6%	-2.1%	0.0%	28.9%
O=[N+]([O-])c1ccc(N/N=C/C=C/c2ccco2)cc1	.	.	.	7.6%	.	18.7%	.	?	-20.1%
Fc1ccc(CN2CCN(c3ncccn3)CC2)c(F)c1	-0.1%	0.7	-2.3%	3.6%	0.9%	0.8%	-5.9%	?	34.0%[activator]
O=C(c1ccc(Cl)c(S(=O)(=O)NCc2ccco2)c1)N1CCN(c2ccccc2F)CC1	-1.5%	0.1	-3.3%	-17.5%	-4.9%	1.4%	-22.2%	17.0%[57.4 µM]	15.0%
CN(C)C(=O)NC(Nc1cccc([N+](=O)[O-])c1)C(Cl)(Cl)Cl (centres undefined)	5.8%	0.4	3.5%	-4.4%[60.1 µM]	-5.5%	11.3%	-23.7%	-8.6%	30.4%[activator]
O=[N+]([O-])c1ccc(C2=Nn3cnnc3SC2)cc1	?	0.4	24.4%	-17.9%	1.0%	-2.4%	-8.5%	0.0%	8.0%

An excerpt (hit frequency here may not be typical).
